aSyn rescue: alpha-synuclein toxicity inhibition in yeast; Yeast expressing alpha-synuclein, growth rescue, BacTiter-Glo, 24 h; Potency, µM (series often up to 46.1 µM), for inactives: at the highest dose growth rescue (activation), actives largely listed as activators; actives 0.14% (n = 370,000); AID 652106; further: % of control where 0% means no effect; nearly all actives have a fitted effect of over 65% in size
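Rescue of yeast growth: cells expressing toxic alpha-synuclein, induced in galactose at OD600 0.02, incubated with compound 24 h at 30 C. ATP luminescence quantified growth; inhibitors of toxicity appear as activators.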
EPAC2 antagonist: EPAC2 (human) antagonism; Potency, µM (doses to about 114 µM), for the others: top-dose activity, negative = inhibition, usual class: inhibitors; EPAC2 GEF exchange of Rap1B-BODIPY-GDP, fluorescence; Q8WZA2; actives 0.18% (n = 360,000); further: on the % scale 0 is the no-effect control and ±100 the full control effect; nearly all actives have a fitted effect of over 45% in size; many of its hits are not listed in these tables
PTHR1 agonist: activates the human parathyroid hormone receptor PTHR1; HEK293 GP2 PTHR1 cells, GloSensor cAMP luminescence, 1 h; Q03431; Potency, µM (doses to about 115 µM), without a hit: top-dose activation, usual class: activators; actives 0.075% (n = 410,000); further: nearly all actives have a fitted effect of over 55% in size; some results filed as inactive show a strong effect at the top dose; inactives centre near -15; many of its hits are not listed in these tables
Target sequence (Q03431 whole entry, looked up): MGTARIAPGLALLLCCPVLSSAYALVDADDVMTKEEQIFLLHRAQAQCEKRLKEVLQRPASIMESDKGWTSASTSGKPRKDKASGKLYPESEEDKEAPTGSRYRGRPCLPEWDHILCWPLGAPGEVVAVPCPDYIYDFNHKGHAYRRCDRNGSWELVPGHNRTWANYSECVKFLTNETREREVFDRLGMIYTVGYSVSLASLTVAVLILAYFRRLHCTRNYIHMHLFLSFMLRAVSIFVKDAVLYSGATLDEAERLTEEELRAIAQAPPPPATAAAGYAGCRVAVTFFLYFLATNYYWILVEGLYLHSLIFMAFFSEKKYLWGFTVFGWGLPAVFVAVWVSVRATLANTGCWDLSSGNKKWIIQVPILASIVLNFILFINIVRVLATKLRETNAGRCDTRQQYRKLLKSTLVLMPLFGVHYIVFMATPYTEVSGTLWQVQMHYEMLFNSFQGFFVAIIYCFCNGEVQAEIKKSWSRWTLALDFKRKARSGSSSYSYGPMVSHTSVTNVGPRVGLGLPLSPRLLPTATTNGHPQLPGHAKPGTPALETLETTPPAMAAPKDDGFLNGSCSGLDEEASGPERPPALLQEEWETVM
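HEK-293-derived GP2 cells expressing PTHR1 and a GloSensor cAMP reporter, 3,000/well, plated overnight, given luciferin plus IBMX (each 0.5 mM as added) for 1 h at 37 °C, then compound for 1 h at 37 °C. Luminescence was read after 15 min at room temperature.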
TDP43 rescue: inhibitors of TDP-43 toxicity in yeast | actives 1.8% (n = 410,000) | TDP-43 expressing yeast growth rescue, BacTiter-Glo, 24 h | Potency, µM (doses to about 46.1 µM), inactives show at the highest dose growth rescue (activation), actives largely listed as activators; further: % of control where 0% means no effect; nearly all actives have a fitted effect of over 50% in size
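Yeast cells expressing TDP-43 under galactose induction are exposed to compounds for 24 hr at 30 deg C. BacTiter-Glo luminescence measures growth, so protective compounds score as activators.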
EPAC2 ag: agonists of human EPAC2 (RAPGEF4); Q8WZA2; EPAC2 activation, biochemical qHTS; response scale: 100% = 6.5 mM cAMP response; Potency, µM (highest dose often 154 µM), for inactives: top-dose activation, actives largely listed as activators; actives 0.079% (n = 360,000); further: nearly all actives have a fitted effect of over 50% in size
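Compounds were titrated in qHTS against a Rap1B-BODIPY-GDP (250 nM) complex with EPAC2 (100 nM) and GDP (50 uM). BODIPY-GDP release tracked at 480/540 nm over 30 min at room temperature, normalized to 6.5 mM cAMP.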
EPAC1 antag: EPAC1 (human) antagonism. O95398. EPAC1 GEF assay, Rap1b-BODIPY-GDP exchange fluorescence. Potency, µM (highest dose often 115 µM), without a hit: at the highest dose activity change, negative = inhibition, hits mostly inhibitors. actives 0.14% (n = 360,000);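 further: plate controls were vehicle for no effect and positive control for full effect; nearly all actives have a fitted effect of over 50% in size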
FUS yeast rescue: rescues growth of FUS-expressing yeast; Potency, µM (highest dose often 76.6 µM), for the others: at the highest dose growth rescue (activation), most hits filed as activators; AID 1347120; actives 0.24% (n = 390,000); S. cerevisiae FUS-expressing, growth rescue, OD600, 24 h;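 further: plate controls were DMSO vehicle for no effect and reference control for full effect; nearly all actives have a fitted effect of over 55% in size; some results filed as inactive show a strong effect at the top dose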
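Galactose (2%) drives FUS expression in yeast precultured in raffinose; seeding density OD 0.005. Test compounds incubated 24hr at 30C and 99% humidity before absorbance at 600 nm was measured.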
EPAC1 agonist: agonists of human EPAC1. Potency, µM (doses to about 154 µM), for inactives: top-dose activation, actives largely listed as activators. actives 0.073% (n = 360,000). O95398. EPAC1 agonist qHTS, biochemical assay; response scale: 100% = response to 6.5 mM cAMP; further: nearly all actives have a fitted effect of over 60% in size
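Compounds were pinned as a concentration titration into mixtures of EPAC1 (100 nM), BODIPY-GDP-loaded Rap1B (250 nM) and GDP (50 uM). After 5 min at room temperature, fluorescence was followed for 30 min; activity was scaled to 6.5 mM cAMP.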
* = called active by the depositor; i = inactive; ? = inconclusive; · = not tested or not shown; [ ] = another dose, or the depositor's remark. The call rests on the fitted dose curve; in most records, active means well fitted curve in the direction sought with a large enough effect; inconclusive means small, poorly fitted or top-dose-only effect, or another doubt; inactive means no such curve, though single readings can be large; an effect the other way counts as inactive or inconclusive. Potency means the concentration at half of the fitted maximal effect.

Sample of the layout:
Compound	aSyn rescue	EPAC2 antagonist	PTHR1 agonist	TDP43 rescue	EPAC2 ag	EPAC1 antag	FUS yeast rescue	EPAC1 agonist
CS(=O)(=O)N1CC2CCCN2c2ccc(C(F)(F)F)cc21 (centres undefined)	-1.6%	-16.7%	i	13.9%	2.9%	-12.4%	-1.9%	2.4%
Nc1ccc(Oc2ncccn2)cc1	-2.8%	-28.6%	-11.8%	-13.8%	25.1%	?	22.8%	3.6%
COC(=O)c1ccc(NC(=O)COc2ccc(C3C(C#N)=C(N)Oc4c3ccc3ccccc43)cc2OC)cc1 (centres undefined)	-3.2%	9.1%	i	-21.0%	-2.6%	14.4%	?	14.3%
CCOCCCNC(=O)c1ccccc1SCC	0.3%	0.8%	-40.9%[inhibitor]	5.3%	-0.5%	15.2%	-2.3%	8.0%
COC(=O)c1cc(C(=O)c2ccc(Cl)cc2Cl)cn1C	-5.4%	9.8%[57.1 µM]	i	11.2µM*	16.9%	5.5%	14.6%	4.2%
CSc1ccc(CCNC(=O)CCc2nnc3ccc(N4CCC5(CC4)OCCO5)nn23)cc1	-5.0%	1.4%	20.9%	-18.0%	11.2%	-7.6%	9.8%	7.1%
CCC(C)CCN1C(N(C)C)=NC[C@@H]1CC(C)C (some centres undefined)	0.0%	11.3%	-13.5%	-17.8%	6.9%	9.7%	-28.6%	-13.1%

The list itself, from the start:
Compound	aSyn rescue	EPAC2 antagonist	PTHR1 agonist	TDP43 rescue	EPAC2 ag	EPAC1 antag	FUS yeast rescue	EPAC1 agonist
CS(=O)(=O)N1CC2CCCN2c2ccc(C(F)(F)F)cc21 (centres undefined)	-1.6%	-16.7%	i	13.9%	2.9%	-12.4%	-1.9%	2.4%
Nc1ccc(Oc2ncccn2)cc1	-2.8%	-28.6%	-11.8%	-13.8%	25.1%	?	22.8%	3.6%
COC(=O)c1ccc(NC(=O)COc2ccc(C3C(C#N)=C(N)Oc4c3ccc3ccccc43)cc2OC)cc1 (centres undefined)	-3.2%	9.1%	i	-21.0%	-2.6%	14.4%	?	14.3%
CCOCCCNC(=O)c1ccccc1SCC	0.3%	0.8%	-40.9%[inhibitor]	5.3%	-0.5%	15.2%	-2.3%	8.0%
COC(=O)c1cc(C(=O)c2ccc(Cl)cc2Cl)cn1C	-5.4%	9.8%[57.1 µM]	i	11.2µM*	16.9%	5.5%	14.6%	4.2%
CSc1ccc(CCNC(=O)CCc2nnc3ccc(N4CCC5(CC4)OCCO5)nn23)cc1	-5.0%	1.4%	20.9%	-18.0%	11.2%	-7.6%	9.8%	7.1%
CCC(C)CCN1C(N(C)C)=NC[C@@H]1CC(C)C (some centres undefined)	0.0%	11.3%	-13.5%	-17.8%	6.9%	9.7%	-28.6%	-13.1%
CC1(C)CC(=O)C(C(C2=C(O)CC(C)(C)CC2=O)c2ccc(Cl)c([N+](=O)[O-])c2)C(=O)C1 (centres undefined)	-1.7%	-2.3%	-6.9%	14.8%	8.8%	-2.5%	-8.4%	0.0%

Carrying on:
Compound	aSyn rescue	EPAC2 antagonist	PTHR1 agonist	TDP43 rescue	EPAC2 ag	EPAC1 antag	FUS yeast rescue	EPAC1 agonist
Cc1nc2ccccc2c(=O)n1Cc1ccc([N+](=O)[O-])cc1	4.9%	-7.4%	-7.4%	16.6%	-1.0%	5.9%	23.3%	8.1%
C[C@]12c3[nH]c4ccccc4c3CCN1C(=O)C(CC(=O)NCc1ccco1)C[C@@H]2C(=O)N1CCCCC1 (some centres undefined)	-1.1%	-7.6%	-23.6%	-5.4%	7.8%	-22.2%	29.8%	-0.4%
COc1ccc2[nH]c3c(=O)n(Cc4ccncc4)cnc3c2c1	-1.4%	13.6%	i	-9.1%	-9.7%	2.9%	-14.4%	-1.3%
C/C(=N\NC(=O)c1cc(C(C)C)[nH]n1)c1ccncc1	-0.1%	3.2%	i	3.8%	-1.0%	-24.6%	2.9%	-3.2%
CN1CCN(CC(=O)N2c3ccc(S(=O)(=O)NCCNC(=O)OC(C)(C)C)cc3C(=O)Nc3cccnc32)CC1	·	25.3%	-18.7%	·	12.5%	-9.5%	10.8%	-3.1%
Cc1ccc(/C=C/C(=O)Nc2cc(C)on2)cc1	-1.0%	6.7%	i	-9.9%	-0.1%	9.9%	24.4%	-4.5%
O=C(COC(=O)CNC(=O)c1ccc(Cl)cc1Cl)NNC(=O)c1ccccc1	5.2%[1.84 µM]	-11.2%	i	2.1%	1.9%	2.6%	33.4%	-14.3%
O=C(CN(C(=O)c1csnn1)c1cccc(C(F)(F)F)c1)NCc1ccc(F)cc1	0.5%	-0.8%	-9.0%	-2.1%	-5.6%	-13.3%	-18.4%	-5.5%

Going on with the list:
Compound	aSyn rescue	EPAC2 antagonist	PTHR1 agonist	TDP43 rescue	EPAC2 ag	EPAC1 antag	FUS yeast rescue	EPAC1 agonist
O=c1c2ccccc2nc(/C=C/c2cc(Br)ccc2O)n1CCCO	1.4%	3.1%	-25.1%	-2.9%	8.0%	-24.2%	9.8%	3.8%
Cc1ccccc1OCc1ccc(C(=O)N2CC(C)OC(C)C2)o1 (centres undefined)	5.5%	4.0%	-2.0%	-8.3%	2.2%	2.2%	19.3%	-6.1%
COc1ccccc1/C=C/C(=O)OCC(=O)c1c(N)n(C)c(=O)n(C)c1=O	-3.9%	-19.2%	i	4.3%	-12.4%	-20.9%	·	-13.1%
Cc1c(OCC(=O)NC(Cc2ccc(Cl)cc2)C(=O)O)ccc2c3c(c(=O)oc12)CCCC3 (centres undefined)	-0.7%	9.2%	i	0.0%	1.3%	-3.9%	-1.6%	-0.9%
Cc1ccc(S(=O)(=O)N2CCN(C(=O)COC(=O)C3(C)CC3(Cl)Cl)CC2)c(C)c1 (centres undefined)	6.6%	-1.8%	-21.9%	12.7%	5.5%	17.0%	-25.5%	11.7%
CC(C)(C)C(=O)OCc1nc(-c2ccc(C(F)(F)F)cc2)cs1	-7.5%	-6.2%	-46.6%[inhibitor]	20.0%	-3.6%	-25.3%	-20.7%	-11.5%
O=C1Nc2cc(Br)ccc2C1(O)c1ccccc1O (centres undefined)	0.3%	3.0%	i	-0.2%	-4.8%	-10.1%	7.1%	3.0%
COc1cc(C(=O)NNC(=O)CCOc2cccc(Br)c2)cc(OC)c1OC	-3.9%	1.1%	?	11.4%	3.0%	3.2%	10.8%	-2.6%

Next part.
Compound	aSyn rescue	EPAC2 antagonist	PTHR1 agonist	TDP43 rescue	EPAC2 ag	EPAC1 antag	FUS yeast rescue	EPAC1 agonist
Cc1ccc(/C=C2/CCc3c([nH]c4ccccc34)C2=O)cc1	-11.9%	14.3%	-8.3%	-4.1%	-3.0%	1.0%	·	-1.6%
CC(O)(c1cccc(F)c1)c1nc(-c2ccccc2)cs1 (centres undefined)	7.9%	-8.8%	-3.5%	36.1%	9.9%	-12.0%	-13.3%	-6.3%
CCOc1ccc(/C(O)=C/C(=O)C(=O)Nc2ccc(S(=O)(=O)NC(C)=O)cc2)cc1	-1.2%	7.5%	-44.6%[inhibitor]	-46.5%[inhibitor]	-4.9%	-26.7%	·	-10.5%
CCCOc1ccc(/C(O)=C2/C(=O)C(=O)N(CCCn3ccnc3)C2c2cccs2)cc1 (centres undefined)	?	18.7%	5.1%	9.5%	4.8%	-8.6%	4.4%	7.8%
Cc1ccc(C2=C(CC(=O)O)C(=O)CC2)cc1	0.5%	14.6%	i	-11.4%	9.5%	5.8%	·	-4.0%
C#CCOc1c(Br)cc(/C=C2/C(=O)ON=C2C)cc1OC	1.4%	0.7%	-10.9%	-15.1%	9.0%	9.7%	27.3%	3.5%
NC(=O)C1CCCN(Cc2ccc3ccccc3c2)C1 (centres undefined)	-3.4%	2.8%	i	11.5%	4.0%	-11.1%	-28.0%	7.0%
Cc1cc(/C=C(\C#N)C(=O)OCC(=O)Nc2ccc(OC(F)F)cc2)c(C)n1CC(C)C	12.5%	8.9%	-12.6%	-4.5%	19.3%	-4.0%	·	-2.6%

Next records follow:
Compound	aSyn rescue	EPAC2 antagonist	PTHR1 agonist	TDP43 rescue	EPAC2 ag	EPAC1 antag	FUS yeast rescue	EPAC1 agonist
Cc1cc(C)n(-c2ccc(C(=O)OCC(=O)Nc3ccc(S(=O)(=O)N4CCOCC4)cc3)cc2)n1	-7.2%	-1.2%	-28.4%	22.0%	6.0%	-7.5%	39.0%	13.2%
CC1CCCCN1S(=O)(=O)c1ccc2c(c1)oc(=O)n2CC(=O)O (centres undefined)	-2.2%	9.1%	i	-3.6%	-1.7%	0.0%	-4.5%	-4.9%
CN1C(=O)N(C)C(c2cccc([N+](=O)[O-])c2)C2=C1CCCC2=O (centres undefined)	-0.4%	1.2%	i	-6.8%	5.4%	-23.0%	4.3%	9.5%
COc1ccc2nc(SCc3ccccc3C)nc(C)c2c1	-1.1%	-4.6%	-47.4%[inhibitor]	5.3%	5.3%	-12.6%	·	7.3%
O=S(=O)(N1CCCCC1)n1nnc2ccccc21	-1.3%	3.4%	-4.4%[57.5 µM]	15.4%	8.3%	7.9%	-6.9%	-3.5%
CCCN(CCC)CC(O)CN1C(=O)NC(C)(C)C1=O (centres undefined)	-1.6%	11.3%	-12.3%	5.6%	-1.1%	-11.9%	-9.5%	7.3%
O=C1C=C(NCC2CCCO2)CC(c2ccccc2)C1 (centres undefined)	0.3%	-1.7%	-32.5%	6.2%	1.2%	0.9%	·	5.0%
Cc1cc(S(=O)(=O)NCCCN2CCOCC2)ccc1Br	6.0%	0.1%	-34.1%[inhibitor]	4.9%	6.9%	-3.5%	-8.0%	-0.2%

(next part)
Compound	aSyn rescue	EPAC2 antagonist	PTHR1 agonist	TDP43 rescue	EPAC2 ag	EPAC1 antag	FUS yeast rescue	EPAC1 agonist
CNc1nc(Oc2ccccc2C(=O)OC)nc(SC)n1	-4.4%	-1.1%	-16.6%[57.5 µM]	8.1%	-5.8%	-7.5%	14.1%	14.1%
Cc1ccc(SCc2cc(=O)c3c(=O)n(-c4ccccc4)[nH]c3[nH]2)cc1	1.1%	-22.6%	0.4%	-17.5%	0.5%	79.4µM*	?	-1.2%
O=C(NCCCN1CCN(c2ccccc2F)CC1)C1CC(=O)N(C2CCCC2)C1 (centres undefined)	2.3%	14.3%	i	28.4%	4.2%	1.1%	13.3%	7.0%
CCn1c(=O)c(C(=O)NNC(=O)c2ccccc2)c(O)c2ccccc21	-17.5%	4.5%	-9.0%	-53.4%[inhibitor]	-6.3%	-2.2%	39.0%	-5.2%
CC1(C)Cc2c(sc3nc(N/N=C/c4ccccc4)[nH]c(=O)c23)CO1	-9.6%	25.2%	-82.2%[inhibitor]	14.6%	?	-9.2%	-6.9%	13.8%
Cc1ccc(NC(=O)c2oc(=O)c3ccccc3c2-c2ccccc2)c(C)c1	-5.2%	14.3%	i	9.3%	0.8%	-12.6%	·	6.7%

Assay outcomes deposited in PubChem BioAssay by National Center for Advancing Translational Sciences (NCATS).

An excerpt; rates above refer to the full screens.
